Compound activity as filed in PubChem BioAssay.
MsrA inhibitor – bovine MsrA enzyme inhibitors, primary screen, biochemical, absorbance, HTS; Methionine sulfoxide reductase A (Bos taurus); purified bovine MsrA, absorbance read-out; inhibition, % at 15.5 µM; actives 0.75% (n = 360,000); AID 651718, 2012; in the data active = inhibition above about 4.5%;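 also: 0% = vehicle wells with enzyme and 100% = reference inhibitor wells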
bovine MsrA act – bovine MsrA enzyme activators, primary screen, biochemical, absorbance, HTS. purified bovine MsrA, absorbance read-out. AID 602163, 2012. actives 0.3% (n = 360,000). Methionine sulfoxide reductase A (Bos taurus). activation, % at 10.6 µM; in the data active = activation above about 7.5%;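 also: 0% = vehicle and 100% = reference activator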
Rin1 Abl inh – inhibitors of Rin1-Abl protein binding, primary screen, biochemical, TR-FRET; Tyrosine-protein kinase ABL1 (Homo sapiens) + Ras and Rab interactor 1 (Homo sapiens), …; inhibition, % at 7.35 µM; actives 0.4% (n = 360,000); in the data active = inhibition above about 5%, passing the limit was not always enough
CSN deneddyl inh – inhibitors of CSN-mediated cullin deneddylation, primary screen, biochemical, fluorescence polarization, uHTS. Purified CSN, SCF-Nedd8-OG deneddylation. inhibition, % at 12.5 µM. actives 0.38% (n = 360,000);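 active = pattern-corrected inhibition above about 35%, with an unprinted fluorescence ratio check between 0.5 and 1.5, limit read from the data, passing the limit was not always enough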;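 also: 0% = enzyme with substrate and 100% = substrate without enzyme; some results filed as inactive read as strong as hits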
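Assay system: Purified human Csn5 enzyme expressed in HEK293T cells | Amount: Enzyme 0.24 nM | Measured by: Fluorescence polarization readout | Medium: Tris/NaCl/DTT buffer, pH 7.5 | Compound dosing: One concentration, 12.5 µM, 0.25% DMSO | Times: 90 min incubation of compound, enzyme and substrate at room temperature | Control set: no-enzyme wells high, enzyme-with-substrate wells low | Read-out: % inhibition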
Neddylation inh – inhibitors of cullin neddylation, primary screen, biochemical, TR-FRET, uHTS, NAE and Ubc12. NEDD8-conjugating enzyme Ubc12 (Homo sapiens) + NEDD8-activating enzyme E1 regulatory …. calls only at 25 µM. actives 0.58% (n = 360,000). AID 651699, 2012; in the data active = inhibition above about 36%
PABP1 MLLE inh – inhibitors of PABP1 MLLE–PAM2 peptide binding, primary screen, biochemical, fluorescence polarization, FITC-PAM2, GST-MLLE | inhibition, % at 20 µM | actives 0.36% (n = 360,000) | AID 588489, 2011; in the data active = inhibition above about 35%, passing the limit was not always enough;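 also: plate controls were DMSO wells with GST-MLLE for no effect and wells lacking GST-MLLE protein for full effect; some results filed as inactive read as strong as hits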
FAS-TE inh – FAS thioesterase domain inhibitors, primary screen, biochemical, fluorescence intensity, uHTS; actives 0.67% (n = 360,000); recombinant FAS-TE, OMFH fluorogenic substrate, fluorescence endpoint; inhibition, % at 15 µM; Fatty acid synthase (Homo sapiens), P49327; AID 602261, 2012;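 active = compounds whose normalised, plate-corrected inhibition of enzyme fluorescence in the single-dose primary screen is 50% or more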;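 also: 0% = DMSO with enzyme and 100% = substrate without enzyme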
E coli Lon inh – inhibitors of E. coli Lon protease, primary screen, biochemical, fluorescence polarization | P0A9M0 | purified E. coli Lon protease | inhibition, % at 7.94 µM | actives 0.42% (n = 360,000) | AID 602123, 2011; in the data active = inhibition above about 13%, passing the limit was not always enough;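 also: 0% = enzyme with probe and DMSO and 100% = no enzyme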
Target sequence (P0A9M0 whole entry, looked up): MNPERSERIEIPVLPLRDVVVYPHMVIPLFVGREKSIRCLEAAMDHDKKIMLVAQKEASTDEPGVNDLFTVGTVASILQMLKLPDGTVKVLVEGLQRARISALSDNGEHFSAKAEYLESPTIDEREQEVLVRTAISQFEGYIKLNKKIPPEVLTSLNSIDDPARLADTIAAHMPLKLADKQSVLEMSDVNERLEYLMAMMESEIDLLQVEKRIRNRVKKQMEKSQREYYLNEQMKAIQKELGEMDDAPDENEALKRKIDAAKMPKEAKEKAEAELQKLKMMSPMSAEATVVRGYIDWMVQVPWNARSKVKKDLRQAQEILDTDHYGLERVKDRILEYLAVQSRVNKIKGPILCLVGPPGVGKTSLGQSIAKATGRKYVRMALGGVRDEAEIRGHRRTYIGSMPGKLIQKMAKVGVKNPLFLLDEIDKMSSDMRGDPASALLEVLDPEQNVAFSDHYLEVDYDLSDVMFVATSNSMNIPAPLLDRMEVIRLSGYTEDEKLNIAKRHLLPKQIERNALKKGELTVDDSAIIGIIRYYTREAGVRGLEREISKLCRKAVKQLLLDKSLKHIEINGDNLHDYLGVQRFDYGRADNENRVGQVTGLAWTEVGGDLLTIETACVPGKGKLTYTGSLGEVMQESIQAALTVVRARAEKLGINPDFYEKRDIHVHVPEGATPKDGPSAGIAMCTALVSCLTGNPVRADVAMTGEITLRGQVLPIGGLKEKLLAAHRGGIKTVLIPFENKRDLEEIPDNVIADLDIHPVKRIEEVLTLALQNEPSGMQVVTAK
Tb MetRS inh – T. brucei MetRS inhibitors, primary screen, biochemical, luminescence; inhibition, % at 11.9 µM; purified T. brucei MetRS, ATP depletion, Kinase-Glo luminescence; methionyl-tRNA synthetase (Trypanosoma brucei brucei); actives 0.4% (n = 360,000); AID 624268, 2012;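 active = inhibition above a per-plate cutoff of the control wells' mean inhibition plus 3 SD, cut at about 5.5% in these data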;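 also: 0% = DMSO wells median and 100% = median of wells with control inhibitor compound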
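Measured by: Kinase-Glo luciferase luminescence reporting remaining unconsumed ATP. Material: purified T. brucei MetRS enzyme. Doses: 11.9 µM compound single dose, 0.9% DMSO. Medium: HEPES buffer containing pyrophosphatase, BSA, spermine, DTT. Times: 15 min preincubation, 2 h reaction, all 25 °C. Reagent: methionine, ATP and bulk E. coli tRNA.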
Starred values were filed as active, the others as inactive; i = inactive; nt = no result given.

Below each SMILES: MsrA inhibitor, bovine MsrA act, Rin1 Abl inh, CSN deneddyl inh, Neddylation inh, PABP1 MLLE inh, FAS-TE inh, E coli Lon inh, Tb MetRS inh
- CC1(C)CC(=O)N(c2ccccc2)C1(C)O (centres undefined)
→ 0.5, -9, 2, 3, i, 1, -11, 3, -1.2
- CCc1ccc(C2=C/C(=C/c3cccnc3)C(=O)O2)cc1
→ -0.9, -4, 0, -10, i, 5, -7, 1, 0.4
- CC(=C/c1ccccc1)/C=N/n1cnnc1
→ 0.1, -1, -2, 0, i, 2, -3, 14, -0.7
- C=C1CSc2nc(=O)c3c4c(sc3n21)CCCC4
→ 0.1, 1, -1, -1, i, 26, -4, 1, -0.1
- COc1ccc(N2C(=O)C3NN=C(C(=O)OCc4ccccc4)C3C2=O)cc1 (centres undefined)
→ -0.7, -3, 0, 1, i, 6, -3, -4, -0.9
- CCCc1cc(=O)[nH]c(SCC(=O)NC)n1
→ -0.3, -3, 4, -4, i, 5, -9, -1, -0.7
- O=S(=O)([O-])CCC[N+]1(CC#Cc2ccccc2)CCCCC1
→ 2.4, -2, -3, 3, i, -6, -3, 1, 0.2
- CCCCn1c(SCC(=O)Nc2cc(C(F)(F)F)cc(C(F)(F)F)c2)nnc1C(CC)N(C)C (centres undefined)
→ 0.4, -6, 2, -3, i, 4, -3, -2, -1.2
- COc1ccccc1OCCNC(=O)CCNC(=O)c1ccccc1OC
→ -0.5, -3, 1, 1, i, 0, -10, 1, -0.3
- CC(=O)Oc1ccc(-c2csc(Nc3ccc(S(N)(=O)=O)cc3)n2)cc1
→ 2.0, -4, 3, 0, i, 0, 6, 0, 3.3
- COC(=O)c1cc(-c2ccc(OC)cc2)nc2nc(SC)[nH]c(=O)c12
→ 1.8, -2, 3, 0, nt, 5, -2, 0, -0.2
- CN1CCC(N(C)C(=O)c2ccc(Cl)c(S(=O)(=O)N(C)c3ccc(Cl)cc3)c2)CC1
→ -0.2, -1, -1, 2, i, -9, -6, 1, -0.2
- Cc1cc(OCC(=O)NCC2CCC(C(=O)O)CC2)c2c(C)cc(=O)oc2c1 (centres undefined)
→ 0.4, -9, 0, -1, nt, 7, -6, -3, -2.6
- O=C(CSc1cn[nH]n1)Nc1nc2ccccc2s1
→ 0.4, -5, 0, 2, i, 4, -20, 3, -0.4
- CC(=O)c1cc(-c2ccccc2)n(CC(=O)NC2CCCC2)c1C
→ -0.2, -2, -1, -9, i, -2, -4, 4, -0.3
- O=C(OCc1ccccc1)c1cccc(-c2nnn(Cc3ccccc3)n2)c1
→ 0.5, -2, 1, -2, i, 0, 26, 5, 0.3
- COc1ncnc(OC)c1NC(=O)c1ccc(F)cc1
→ -0.1, -4, 4, 1, i, -6, -12, 7, -0.3
- COc1ccccc1NC(=O)COc1ccc(/C=N/NC(=O)CSCc2cc(C)cc(C)c2)cc1
→ 0.9, -5, -3, -13, i, 16, 9, -5, -0.4
- COc1cc(OC)cc(C(=O)OCC(=O)NCc2ccco2)c1
→ -1.1, -7, 3, -6, i, 0, -1, -2, -0.4
- COC(=O)c1cc(S(=O)(=O)N2CCCC(C)C2)cn1C (centres undefined)
→ -1.5, -5, -1, -2, i, -5, -1, -13, -0.8

3 entries already listed, ordered by length of the SMILES, smallest number first:
Below each SMILES: MsrA inhibitor, bovine MsrA act, Rin1 Abl inh, CSN deneddyl inh, Neddylation inh, PABP1 MLLE inh, FAS-TE inh, E coli Lon inh, Tb MetRS inh
- CCCc1cc(=O)[nH]c(SCC(=O)NC)n1
→ -0.3, -3, 4, -4, i, 5, -9, -1, -0.7
- O=C(CSc1cn[nH]n1)Nc1nc2ccccc2s1
→ 0.4, -5, 0, 2, i, 4, -20, 3, -0.4
- CCCCn1c(SCC(=O)Nc2cc(C(F)(F)F)cc(C(F)(F)F)c2)nnc1C(CC)N(C)C (centres undefined)
→ 0.4, -6, 2, -3, i, 4, -3, -2, -1.2

Next section.
Below each SMILES: MsrA inhibitor, bovine MsrA act, Rin1 Abl inh, CSN deneddyl inh, Neddylation inh, PABP1 MLLE inh, FAS-TE inh, E coli Lon inh, Tb MetRS inh
- CCC(CC)C(=O)Nc1nnc(SCC(=O)NC2CCCCC2)s1
→ 1.1, -5, -1, 1, i, -4, 1, 4, 0.0
- O=C(CSc1ccc(-c2cccc([N+](=O)[O-])c2)nn1)NC1CCCC1
→ 0.7, -6, 4, 2, i, 4, 25, 5, -0.5
- COc1cc(NC(=O)C(C)Oc2ccccc2)c(C(=O)O)cc1OC (centres undefined)
→ 0.9, 0, 1, -5, i, 7, -7, -12, -0.1
- Cc1nc(N2CCN(C)CC2)c2c(C)c(C(=O)Nc3ccc(F)cc3)sc2n1
→ 0.9, -1, -1, 4, i, -2, 1, 2, 0.1
- Cc1ccc(F)c(S(=O)(=O)NC(=O)C2(C)CCN2C(=O)COc2ccc(Cl)cc2)c1 (centres undefined)
→ -1.2, -8, 0, -1, i, -1, -10, -8, -0.4
- Cc1cc(Cl)c2oc(C(=O)N3CCN(C(=O)c4ccco4)CC3)c(C)c2c1
→ -0.4, -8, -1, 2, i, 4, 3, 6, -0.6
- CCc1nnc(NC(=O)Cc2cc(OC)c(OC)c(OC)c2)s1
→ -0.2, -5, 3, -7, i, 5, -3, -4, -0.6
- CCOC(=O)C(NCCc1ccccc1F)(NC(C)=O)C(F)(F)F (centres undefined)
→ 0.4, -1, 0, 4, i, 12, -8, -6, -0.5
- CCc1noc(C)c1C(=O)Nc1nc(-c2cc(OC)ccc2OC)cs1
→ 0.4, -1, -1, 2, i, 10, 13, -6, -0.1
- COc1ccc(C(=O)C2CCN(CC(=O)Nc3cc(C)cc(C)c3)CC2)cc1
→ 1.1, -7, 1, 2, i, -13, 13, 2, -0.9
- O=C(NCc1cccnc1)c1ccc(Cn2c(=S)[nH]c3ccc(Br)cc3c2=O)cc1
→ -0.1, 6, -1, 15, i, -67, 1, 4, 1.5
- CC(C(=O)Nc1ncn[nH]1)N1C(=O)c2ccccc2C1=O (centres undefined)
→ -0.3, 5, 1, -2, i, 5, -4, -5, -0.3
- Cc1[nH]c2ccccc2c1C(C[N+](=O)[O-])c1cccs1 (centres undefined)
→ 0.7, -3, 0, -1, i, 7, 26, -4, 1.3
- CC(C)c1nnc(NC(=O)CCC(=O)N2CCN(C3c4ccccc4-c4ccccc43)CC2)s1
→ -0.3, -1, 4, -11, i, -112, 5, 1, -0.3
- COc1ccc(-c2ccc3c(c2)S(=O)(=O)c2cccc(C(=O)O)c2C3=O)cc1OC
→ -0.4, -8, 2, -6, i, 11, -5, -3, -0.5
- Cc1ccc(SCC(=O)Nc2nnc(C(C)(C)C)s2)cc1
→ -1.0, -10, 1, 2, i, 20, -6, 1, -1.6
- CC12CCC(=O)N1C(C(=O)Nc1cc(C(F)(F)F)ccc1N1CCCCC1)CS2 (centres undefined)
→ 0.1, -1, 2, -3, i, 17, 18, -3, -0.4
- CC(C)C(c1nnnn1C1CCCC1)N1CCN(c2ccccc2F)CC1 (centres undefined)
→ -1.4, -6, 1, -4, i, -5, 10, -4, -0.1
- Cc1nccc(-c2sc(-c3cccs3)nc2C)n1
→ 3.2, -9, 0, 4, nt, 5, 0, 3, -0.7
- CCOC(=O)CCSCC(=O)N1N=C(c2cccs2)CC1c1ccc(C)cc1 (centres undefined)
→ 0.1, -8, -1, -7, nt, 15, 29, -4, -1.3
- CN(C)CCOc1ccccc1C(C)(C)C
→ -0.4, -1, 2, 0, i, -13, -3, 1, -0.4
- O=C(CSc1nnnn1Cc1ccccc1)c1ccccc1F
→ 1.1, -5, 1, 2, i, -46, 6, -3, -0.3
- COC(/C=C/Nc1ccc(Cl)cc1)=C(C#N)C#N
→ -0.1, -5, 1, -12, i, 8, -5, -1, 0.0
- O=c1cc(-c2ccc(O)c(O)c2)oc2cc(O)cc(O)c12
→ 2.2, -2, 1, 11, i, -7, -3, -5, 0.2
- Cc1nc(SCC(=O)N(CC(C)C)C2CCS(=O)(=O)C2)c(C#N)c(C)c1C (centres undefined)
→ -1.5, 1, -2, -4, i, 10, 8, -9, 0.2
- Cc1ccc(C)n1-n1c(C)nc2scc(-c3cccs3)c2c1=O
→ 29*, -2, -6, 0, i, -4, 12, 2, 0.2
- COc1ccc(NC(=O)CN(C)C(=O)Cc2n[nH]c(=O)c3ccccc23)cc1
→ -0.9, -1, 3, 4, i, 2, -1, -5, -0.5
- CN(C(=O)/C(N=Nc1cccc(C(F)(F)F)c1)=C(\O)C(F)(F)F)c1ccccc1
→ 0.1, -7, -2, -10, i, 1, -5, 1, -1.4

Pulled by compound from the list above:
Below each SMILES: MsrA inhibitor, bovine MsrA act, Rin1 Abl inh, CSN deneddyl inh, Neddylation inh, PABP1 MLLE inh, FAS-TE inh, E coli Lon inh, Tb MetRS inh
- CCOC(=O)C(NCCc1ccccc1F)(NC(C)=O)C(F)(F)F (centres undefined)
→ 0.4, -1, 0, 4, i, 12, -8, -6, -0.5
- COc1ccc(C(=O)C2CCN(CC(=O)Nc3cc(C)cc(C)c3)CC2)cc1
→ 1.1, -7, 1, 2, i, -13, 13, 2, -0.9
- CC(=C/c1ccccc1)/C=N/n1cnnc1
→ 0.1, -1, -2, 0, i, 2, -3, 14, -0.7
- Cc1nccc(-c2sc(-c3cccs3)nc2C)n1
→ 3.2, -9, 0, 4, nt, 5, 0, 3, -0.7
- O=S(=O)([O-])CCC[N+]1(CC#Cc2ccccc2)CCCCC1
→ 2.4, -2, -3, 3, i, -6, -3, 1, 0.2
- COC(=O)c1cc(S(=O)(=O)N2CCCC(C)C2)cn1C (centres undefined)
→ -1.5, -5, -1, -2, i, -5, -1, -13, -0.8
